RGS4 inh: Inhibitors of Regulator of G Protein Signaling (RGS) 4: qHTS | Transcreener GDP fluorescence polarization, RGS4-accelerated GTP hydrolysis | AID 504845, 2011 | hit rate 0.039% among 390,000 | Potency, µM (top dose mostly 114 µM), for the others: at the highest dose activity change, negative = inhibition, actives largely listed as inhibitors; also: potency is read from the fitted curve at half-maximal effect; % is scaled to controls: 0 for no effect and ±100 for the full control effect; nearly all actives have a fitted effect of over 75% in size; some results filed as inactive show a strong effect at the top dose
Target sequence (P49798 whole entry, looked up): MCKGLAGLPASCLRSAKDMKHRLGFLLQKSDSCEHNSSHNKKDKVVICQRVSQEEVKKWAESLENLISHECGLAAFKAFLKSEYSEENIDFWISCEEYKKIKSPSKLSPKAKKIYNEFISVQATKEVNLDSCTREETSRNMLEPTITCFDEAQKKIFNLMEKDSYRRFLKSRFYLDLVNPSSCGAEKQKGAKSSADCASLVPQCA
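MLSMR compounds (23 nl, pin-transferred) preincubated 10 min at room temperature with a 500nM (2x) first reagent, then RGS4 at 900nM (2x) plus Transcreener GDP mix added; fluorescence polarization (620/688 nm) read before and after 90 min at 30 °C.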
Pol eta inh: qHTS for Inhibitors of Polymerase Eta; DNA polymerase eta (Homo sapiens), Q9Y253; recombinant Pol eta, fluorescent DNA replication assay; Potency, µM (titrated, usually from 114 µM), inactives show at the top dose activity change, negative = inhibition, hits mostly inhibitors; hit rate 1.2% among 390,000; also: potency is read from the fitted curve at half-maximal effect; % is scaled to controls: 0 for no effect and ±100 for the full control effect
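Fluorescent replication assay: 50 nM final substrate added after a 15 min room-temperature compound preincubation with 10 nM enzyme. Signal taken at 0 min and again at 10 min.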
LDHA inh: qHTS assay for inhibitors of human lactate dehydrogenase | activity change, % (values are at about 110 or 230 µM) | hit rate 0.15% among 480,000 | purified LDHA, NADH/diaphorase-resazurin fluorescence; active compounds read low | L-lactate dehydrogenase A chain (Homo sapiens), P00338 | AID 1347041, 2019; in the data active = activity change below about -30%; inconclusive = mostly about -25% to -30%;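 also: plate controls were DMSO wells for no effect and wells without enzyme for full effect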
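LDH5 2 nM; NADH 0.06 mM, pyruvate 0.2 mM; 200 mM Tris pH 7.4, EDTA, Tween-20; 5 min RT. Detection: diaphorase 0.133 mg/mL + resazurin 37 µM, fluorescence ex540/em590 at 0 and 20 min; normalized to enzyme-free and DMSO wells.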
POLB inh: qHTS Assay for Inhibitors of DNA Polymerase Beta; Potency, µM (top dose mostly 114 µM), without a hit: top-dose activity change, negative = inhibition, actives largely listed as inhibitors; P06746; hit rate 1.3% among 340,000; Pol beta primer extension/strand displacement, fluorescence kinetic; also: potency is read from the fitted curve at half-maximal effect; % is scaled to controls: 0 for no effect and ±100 for the full control effect
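Enzyme-only controls used 10 nM Pol beta; buffer lacking enzyme served as negative control. Compound preincubated 15 min, then 50 nM substrate added; 0 and 10 min reads at room temperature.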
ALOX12 inh: Primary qHTS assay for inhibitors of human arachidonate 12S-lipoxygenase (ALOX12): Round 2. hit rate 1.1% among 580,000. purified 12hLO, xylenol orange hydroperoxide absorbance. Polyunsaturated fatty acid lipoxygenase ALOX12 (Homo sapiens), P18054. AID 1671190, 2021. Potency, µM (series often up to 108 µM), inactives show at the highest dose activity change, negative = inhibition, hits mostly inhibitors; also: potency is read from the fitted curve at half-maximal effect; % is scaled to controls: 0 for no effect and ±100 for the full control effect
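Purified human 12hLO (150 nM final) in 25 mM Hepes, 0.01% Triton X-100, pH 7.0 was preincubated 15 min at room temperature with compound. Then 40 uM arachidonic acid was added, 30 min. Hydroperoxide was read by Fe-XO absorbance ratio 573/405 nm.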
APEX1 inh: qHTS Assay for Inhibitors of the Human Apurinic/apyrimidinic Endonuclease 1 (APE1) | DNA repair nuclease/redox regulator APEX1 (Homo sapiens), P27695 | recombinant APE1, TAMRA/BHQ-2 abasic DNA cleavage fluorescence | Potency, µM (top dose mostly 65.8 µM), without a hit: top-dose activity change, negative = inhibition, actives largely listed as inhibitors | hit rate 0.35% among 350,000;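 also: potency is read from the fitted curve at half-maximal effect; plate controls were vehicle for no effect and reference inhibitor for full effect; nearly all actives have a fitted effect of over 55% in size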
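APE1 at 0.75 nM final was preincubated with compound 15 min at room temperature, then 50 nM double-stranded THF abasic-site substrate (5'-TAMRA/3'-BHQ-2) was added. Fluorescence (ex 525/em 598 nm) was read kinetically; third-minus-first read gave activity.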
Pol kappa inh: qHTS for Inhibitors of Polymerase Kappa; DNA polymerase kappa (Homo sapiens), Q9UBT6; purified Pol kappa, fluorescent DNA synthesis assay, 10 min; Potency, µM (doses to about 107 µM), without a hit: top-dose activity, negative = inhibition, hits mostly inhibitors; hit rate 0.53% among 400,000; also: potency is read from the fitted curve at half-maximal effect; % is scaled to controls: 0 for no effect and ±100 for the full control effect
Target sequence (Q9UBT6 whole entry, looked up): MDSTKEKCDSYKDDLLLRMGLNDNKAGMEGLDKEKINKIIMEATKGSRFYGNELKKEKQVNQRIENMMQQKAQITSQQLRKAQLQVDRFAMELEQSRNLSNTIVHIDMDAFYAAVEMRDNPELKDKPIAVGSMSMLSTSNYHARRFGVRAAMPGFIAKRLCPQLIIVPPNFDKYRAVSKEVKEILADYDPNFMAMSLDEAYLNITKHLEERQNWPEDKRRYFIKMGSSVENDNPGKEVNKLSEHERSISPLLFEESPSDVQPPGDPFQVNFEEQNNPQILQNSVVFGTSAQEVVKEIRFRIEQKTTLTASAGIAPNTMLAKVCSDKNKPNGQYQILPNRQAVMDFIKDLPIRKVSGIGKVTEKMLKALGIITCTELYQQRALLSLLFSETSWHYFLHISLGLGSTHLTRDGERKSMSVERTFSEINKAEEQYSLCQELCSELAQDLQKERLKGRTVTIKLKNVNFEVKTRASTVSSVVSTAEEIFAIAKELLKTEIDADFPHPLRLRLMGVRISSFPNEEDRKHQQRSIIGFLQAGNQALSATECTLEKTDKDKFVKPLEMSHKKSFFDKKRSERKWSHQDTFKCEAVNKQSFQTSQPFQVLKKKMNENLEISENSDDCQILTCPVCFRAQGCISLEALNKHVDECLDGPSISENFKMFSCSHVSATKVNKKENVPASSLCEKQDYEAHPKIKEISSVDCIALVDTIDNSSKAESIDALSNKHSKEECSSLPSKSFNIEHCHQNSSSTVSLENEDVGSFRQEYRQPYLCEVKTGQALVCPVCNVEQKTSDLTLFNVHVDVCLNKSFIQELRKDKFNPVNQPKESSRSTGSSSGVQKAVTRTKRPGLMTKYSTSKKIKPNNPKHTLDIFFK
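Activity was followed as the change in fluorescence between reads at 0 and 10 min after starting the reaction with 50 nM substrate. Beforehand, 10 nM polymerase had been preincubated with compound for 15 min at room temperature.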
ERG-DNA inh: qHTS for Small Molecule Inhibitors of the ERG Ets/DNA interaction; fluorescence polarization, His-ERG Ets domain / labelled DNA; Potency, µM (doses to about 76.9 µM), for the others: at the top dose FP activity, negative = inhibition, actives largely listed as inhibitors; hit rate 0.028% among 370,000; active = well fitted inhibition curve with a large enough effect in the polarisation, with a control signal flat; inconclusive = small, poorly fitted or top-dose-only effect, or effect the other way, or a change in a side signal; inactive = no such curve, though single readings can be large or run the other way; the % refers to the polarisation;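 also: polarization taken with two DNA probes labelled with fluorescein and Texas red; potency is read from the fitted curve at half-maximal effect; % of control where 0% means no effect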
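His-tagged ERG Ets domain (1 uM in the protein solution; 300mM KCl, 50mM Tris-HCl, 1mM EDTA, 1mM DTT, pH 7.5) received compound, then a probe mix of 5 nM fluorescein-DNA and 100nM Texas-615-DNA. Fluorescence polarization was read for both dyes.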
Anesthetic bind: qHTS Assay for Identification of Novel General Anesthetics. apoferritin/1-aminoanthracene competitive binding, fluorescence. Potency, µM (doses to about 77.5 µM), inactives show at the highest dose activity change, negative = displacement, actives largely listed as inhibitors. hit rate 0.074% among 350,000; also: potency is read from the fitted curve at half-maximal effect; % is scaled to controls: 0 for no effect and ±100 for the full control effect; nearly all actives have a fitted effect of over 20% in size
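Steps: apoferritin (10 uM) was premixed with half-saturated 1-AMA in PBS, compounds were pin-transferred, plates stood 10 min at room temperature, fluorescence was read at 380/535 nm, and curves were fitted with a Hill equation.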
* hit, by the source's call; i = inactive; ? = inconclusive; . = no result given; [ ] = remark or other dose. Unless noted, calls follow the shape of the dose curve; as a rule, active = well fitted curve in the direction sought with a large enough effect; inconclusive = small, poorly fitted or top-dose-only effect, or another doubt; inactive = no such curve, though single readings can be large; an effect the other way counts as inactive or inconclusive.

SMILES	RGS4 inh	Pol eta inh	LDHA inh	POLB inh	ALOX12 inh	APEX1 inh	Pol kappa inh	ERG-DNA inh	Anesthetic bind
CC1=CC2=NC(=O)/C(=C\c3ccc(OC(=O)c4ccco4)cc3)C(=N)N2O1	3%	1%	3	-1%	0%	?	-4%	8%	-6%
CCOc1cc(-n2nc(C)c(C#N)c2N)nc(SC)n1	.	.	.	-4%	0%	10%	.	.	13%
COC(=O)c1ccc(COc2ccc(/C=N/N3CCN(C)CC3)cc2)cc1	-3%	-19%	-5	2%	6%	-6%	-6%	-7%	-7%
CCOC(=O)COc1nc(Nc2ccccc2C)nc(N(C)C)n1	-13%	-6%	-1	40%	-14%	-3%	-3%	-2%	-14%
O=S(=O)(c1cccs1)N1CCN(CCOc2ccccc2)CC1	23%	-4%	-5	.	0%	-9%	-7%	-7%	.
CC(NC(=O)CN1C(=O)NC2(CCCCCCC2)C1=O)c1ccccc1 (centres undefined)	-32%	-15%	-4	.	-4%	9%	-1%	6%	.
Fc1ccc(-c2nc(Nc3ccc(F)c(Cl)c3)nc3c2COc2ccccc2-3)cc1	-6%	-2%	-3	?	3%	.	-24%	5%	-21%
CCOC(=O)C1=C(C)NC(=O)CC1c1cc2c(cc1[N+](=O)[O-])OCO2 (centres undefined)	13%	-16%	7	5%	-3%	?	-39%	1%	-14%
COc1ccc(C)cc1NC(=O)c1ccc(CN2CCN(c3ccccc3)CC2)cc1	7%	-18%	1	-4%	-11%	2%	-14%	0%	-10%
CC(C)(C)N(Cc1ccccc1)C(=O)COC(=O)CN1C(=O)C2CC=CCC2C1=O (centres undefined)	-23%	-15%	-2	-2%	i	5%	-16%	0%	8%
Cc1noc(/C=C/N(C)C)c1S(=O)(=O)N(C)CC(=O)NC1CCCCC1	-15%	-18%	9	-1%	0%	-3%	-11%	-1%	-7%
O=C(CSc1nc2c(c(=O)[nH]1)CCC2)Nc1ccccc1F	0%	.	0	-3%	?	.	-5%	0%	-7%

Arranged by SMILES length (ascending): part of the list above.
SMILES	RGS4 inh	Pol eta inh	LDHA inh	POLB inh	ALOX12 inh	APEX1 inh	Pol kappa inh	ERG-DNA inh	Anesthetic bind
O=S(=O)(c1cccs1)N1CCN(CCOc2ccccc2)CC1	23%	-4%	-5	.	0%	-9%	-7%	-7%	.
CC(NC(=O)CN1C(=O)NC2(CCCCCCC2)C1=O)c1ccccc1 (centres undefined)	-32%	-15%	-4	.	-4%	9%	-1%	6%	.
CC1=CC2=NC(=O)/C(=C\c3ccc(OC(=O)c4ccco4)cc3)C(=N)N2O1	3%	1%	3	-1%	0%	?	-4%	8%	-6%

Going on with the list:
SMILES	RGS4 inh	Pol eta inh	LDHA inh	POLB inh	ALOX12 inh	APEX1 inh	Pol kappa inh	ERG-DNA inh	Anesthetic bind
CCOc1ccc(C(=O)Nc2nnn(CC)n2)cc1	-26%	4%	-2	16%	6%	4%	-3%	4%	-11%
COC(=O)c1ccc(/C=N/Nc2nc(-c3ccccc3)cs2)cc1	-20%	-11%	-5	1%[57.1 µM]	-11%	8%	6%	3%	7%
CC(c1ccccc1)N1CCc2[nH]c(=S)[nH]c(=O)c2C1 (centres undefined)	-9%	-6%	3	12%	?	2%	6%	4%	-4%
CCSc1nnc2c(n1)OC(c1ccc(C)cc1)N(C(C)=O)c1ccccc1-2 (centres undefined)	9%	-19%	-6	3%	0%	.	-13%	7%	-11%
CC1=CC(C)(C)Nc2ccc(OC(=O)CN3C(=O)C4CCCCC4C3=O)cc21 (centres undefined)	-17%	-6%	16	10%	0%	-10%	-2%	5%	?
CCN(CC)S(=O)(=O)c1cccc(NC(=O)c2cc(=O)[nH]c3ccccc23)c1	7%	-5%	0	-11%	-2%	-1%	-20%	.	-15%
Cc1cccc(OCC(=O)Nc2ccc(Cl)c(-c3nc4ncccc4o3)c2)c1C	-14%	-6%	-5	28%	-5%	.	2%	-17%	-17%
COc1ccccc1NC(=O)c1cc2cc(Br)ccc2oc1=N	25%	5%	0	-17%	67%[activator]	33%	-25%[60.1 µM]	1%	-2%
CCCCc1ccc(NC(=O)N[C@@H](CC(C)C)C(=O)O)cc1	12%[11.4 µM]	26%	-6	9%	43%[activator]	3%	-7%	-12%	-14%
CCN(CC)c1ccc(/C=C2\SC(=O)N(C(C)C)C2=O)o1	?	-29%	22	-13%	.	0%	-5%	48%[activator]	-15%
COc1ccc(C(=O)C[n+]2ccc3c(c2)nc(-c2cc(OC)c(OC)cc2OC)n3C)cc1	-17%	-6%	-2	-3%	2%	-1%	0%	.	4%
O=C(NCCN1CCCCC1)Nc1ccccc1	13%	-5%	-10	?	15%	-6%	-3%	0%	-19%
CCOc1c(Br)cc(C2CC(=O)Nc3cc4c(cc32)OCO4)cc1OC (centres undefined)	0%	-26%	-3	-1%	-6%	.	0%	5%	-2%
Cc1ccc(F)c(NC(=O)c2ccc(Cn3cc(Cl)cn3)cc2)c1	42%[11.4 µM]	-11%	-3	?	-3%	13%	-7%[60.1 µM]	-3%	-18%
COc1ccc(NS(=O)(=O)c2ccc(NS(=O)(=O)c3ccc(C)cc3)cc2)nn1	-5%	-12%	-2	26%	0%	-2%	-3%	10%	-16%
CC12CCC(C/C1=N/OC(=O)c1cccc([N+](=O)[O-])c1)C2(C)C (centres undefined)	3%	-23%	0	12%	-7%	-6%	9%	-8%	?
CCCc1cc(=O)oc2cc(C)cc(OC(C)C(=O)NCC(O)c3ccccc3)c12 (centres undefined)	-7%	5%	-4	-28%	8%	-17%	-5%	7%	-13%
CCOC(=O)[C@@H]1[C@H]2COc3cc(OC)ccc3[C@@H]2N2C(=O)N(c3ccc(Cl)cc3)C(=O)[C@@]12C	7%	-23%	-5	5%	-5%	-21%	-5%	11%	-8%
COc1ccc(C(=O)Nc2cc3c(cc2C#N)OCO3)cc1S(=O)(=O)NCc1ccco1	-10%	7%	1	58%	-19%	6%	-4%	-3%	-14%
COc1ccc(C2CN=NC23CCCc2ccccc2C3=O)cc1 (centres undefined)	21%	-24%	4	0%	0%	-7%	-13%	1%	?
Cc1ccc(NC(=O)CSc2nc3c(sc4ccccc43)c(=O)n2CCCC(=O)NC2CCCC2)cc1C	-1%	5%	-2	-11%	-21%	.	3%	-3%	2%
CC1=C(C(=O)c2ccccc2)C(c2cn(-c3ccccc3)nc2-c2ccc(Cl)cc2)NC(=S)N1 (centres undefined)	-20%	-18%	-7	2%	?	-6%	-12%	11%	-22%
O=C(NCc1cccs1)c1cc2ccccc2o1	-5%	-19%	3	9%	0%	-1%	0%	-1%	-15%
CC(=O)N=C1C=CC(=CN(O)C(C)(C)Cc2ccccc2)C=C1	-3%	-11%	-6	.	-3%	20%	-12%	4%	.
O=C(COC(=O)CNC(=O)c1ccccc1F)Nc1ncc(Cl)cc1Cl	9%	50µM*	2	.	40µM*	-11%	-23%	5%	.
COc1ccc(C2c3ccc4ccccc4c3Oc3ncn(CCCO)c(=N)c32)cc1OC (centres undefined)	-15%	-12%	-1	-13%	-4%	-7%	-9%	0%	-12%
N/C(=N\OC(=O)c1ccccc1)c1cccnc1	20%	-6%	-10	3%	-2%	11%	-7%	-4%	-5%
O=C(c1ccc(CN2CCc3ccccc3C2)cc1)N1CCCCC1	-17%	-19%	-1	31%	8%	2%	2%	0%	-21%
Cc1ccc(S(=O)(=O)n2nnc3ccccc32)c(C)c1C	-39%	-14%	-6	-11%	-29%	-4%	5%	0%	-2%
COc1ccc(C(=O)N2CCN(Cc3cc(OC)ccc3OC)CC2)cc1	3%	?	-13	25%	?	11%	4%	1%	-3%
Cc1cc(Nc2ccccc2)n(C(=O)c2ccc(Cl)cc2)n1	2%	-18%	0	13%	15%	13%	-1%	.	2%
O=S(=O)(Nn1cnnc1)c1ccc2ccccc2c1	-3%	4%	-6	34%	?	12%	-14%	-11%	2%
CCCc1cc(C(=O)Nc2c(C)nn(Cc3ccc(C)cc3)c2C)no1	-12%	-23%	-7	6%	-27%	.	-6%	-6%	-19%
Cc1ccc(-c2nc(Cl)nc3ccccc23)cc1	-21%	-10%	4	24%	?	5%	2%	0%	-10%
CCOC(=O)N1CCC(N2C(=O)c3ccc(C(=O)Nc4ccc(OC)c(OC)c4)cc3C2=O)CC1	19%	-4%	-6	35%	-23%	82%[activator]	-3%	-1%	3%
COc1cccc(NC(=O)CNS(=O)(=O)c2ccc3nc(C)sc3c2)c1	-29%	-17%	-4	28%	?	-2%	2%	5%	-6%
CN(Cc1cc([N+](=O)[O-])ccc1Cl)C(=O)C[n+]1ccccc1	8%	-9%	3	6%	0%	3%	3%	9%	0%
CN(Cc1cnccn1)C(=O)c1cc(COc2cccc(C(F)(F)F)c2)on1	-9%	-9%	-9	5%	-3%	45%[activator]	-5%	-2%	?
CCCn1c(CCc2ccccc2)nnc1SCC(=O)N1CCCC1	-11%	-12%	1	3%	0%	-10%	11%	-13%	-10%

Screens as filed in PubChem BioAssay.

This is a subset; rates above refer to the full screens.
